Screens from PubChem BioAssay.
inhibitors of VEEV: inhibitors of VEEV TC-83 cytopathic effect, confirmation, Vero cells (AID 588727) | Vero cells, VEEV TC-83 cytopathic effect inhibition; higher % means a stronger effect | inhibition, % at 20 µM; hits with a dose series show IC50 in µM | 350,000 compounds, 0.13% hits; in the data active = a potency from the dose series; inconclusive = inhibition mostly from about 14% at the one dose, without a potency; inactive = the rest, 99 in 100 with inhibition below about 12%; also: strong numbers were not always called active
influenza NS1A: NS1A inhibition, H1N1 influenza, cell based functional assay (AID 504329). NS1A functional cell-based assay, percent inhibition; higher % means a stronger effect. inhibition, % at 12.5 µM; hits with a dose series show IC50 in µM. 340,000 compounds, 0.3% hits; in the data active = a potency from the dose series; inconclusive = inhibition above about 27% without an active follow-up result; also: strong numbers were not always called active
Salmonella PhoP GFP: Inhibition of PhoP regulon, Salmonella typhi GFP reporter cells, confirmation, 4 h (AID 1850) | Salmonella Typhi PhoP-promoter GFP reporter, fluorescence, 4 h; higher % means a stronger effect | 310,000 compounds, 0.33% hits | one-dose inhibition, % at 50 µM; IC50 in µM for titrated hits; in the data active = a potency from the dose series; inconclusive = inhibition mostly from about 25% at the one dose, without a potency; inactive = the rest, 99 in 100 with inhibition below about 19%;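 also: 0% = induced wells with vehicle and 100% = uninduced wells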
H37Rv inhibition: M. tuberculosis growth inhibition, HTS (AID 449762) | M. tuberculosis H37Rv growth inhibition, 7H9 media; higher % means a stronger effect | one-dose inhibition, % at 25 µM; IC50 in µM for titrated hits | 330,000 compounds, 0.59% hits; in the data active = a potency from the dose series; inconclusive = inhibition above about 70% without an active follow-up result;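 also: bacterial growth assessed after seven days of incubation; strong numbers were not always called active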
M. tuberculosis: growth inhibition of non-replicating M. tuberculosis (AID 488890); Mycobacterium tuberculosis non-replicating, growth inhibition; higher % means a stronger effect; one-dose inhibition, % at 25 µM; IC50 in µM for titrated hits; 320,000 compounds, 0.39% hits; in the data active = a potency from the dose series; inconclusive = inhibition mostly from about 82% at the one dose, without a potency; inactive = the rest, 99 in 100 with inhibition below about 76%;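 also: plate controls were DMSO cells for no effect and high antibiotic wells for full effect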
inhibitors of VEEV 10K pilot screen: further read-out of inhibitors of VEEV, marked with its call; inhibition, %; measured here: 10K pilot screen inhibition
* marks the source's active call; other numbers are inactive results; i = inactive; ? = inconclusive; / = no result given. No enrichment for hits. About 1.5% of those tested had a hit in this group.

SMILES	inhibitors of VEEV	influenza NS1A	Salmonella PhoP GFP	H37Rv inhibition	M. tuberculosis	others
CC(C)[C@H](NC(=O)c1ccccc1Cl)C(=O)Nc1nc(-c2ccccn2)cs1	1.2%	19%	27%	?	?
CCOC(=O)C1=C(C)NC(=O)C(C(N)=O)C12CCCC2 (stereo unspecified)	3.3%	-1%	1%	9%	6%
Cc1cnc(C(=O)OCC(=O)NCc2cccc(Cl)c2)cn1	2.1%	2%	/	-5%	-7%
O=C(Oc1cccnc1)c1cccc(Cl)c1	0.8%	-1%	-2%	65%	/
O=C(Nc1ccccc1C(=O)O)/C(=C/c1ccc(Cl)cc1Cl)NC(=O)c1ccco1	2.2%	15%	-2%	-3%	40%
Cc1ccccc1-c1nsc(SCC(=O)Nc2ccc3c(c2)OCO3)n1	1.2%	-6%	3%	2%	-12%
Cc1ccc(C)c(NCc2ccccc2CO)c1	0.8%	0%	-3%	3%	-3%
COCCNC(=O)C(OC(=O)c1cccs1)c1ccccc1 (stereo unspecified)	i	-5%	-7%	-1%	-23%
C1CCCN(CCCCN2CCCCCC2)CC1	2.0%	-3%	9%	9%	-4%
ClCc1nc2ccccc2c2ccccc12	11%	6%	8%	6.3µM*	?
COC(Cc1nnc(SC)n1-c1ccc(Cl)cc1)OC	2.6%	1%	-7%	-11%	9%
CSCCC(NS(=O)(=O)c1ccccc1F)C(=O)NCc1cccnc1 (stereo unspecified)	1.8%	-5%	-4%	0%	-26%
Cc1ccc(-n2c3c(c(=O)[nH]c2=S)C(C(F)(F)F)(C(F)(F)F)NC(=O)N3)cc1	0.7%	9%	-7%	-4%	5%
CC(C)(C)c1nnc(NC(=O)Cc2ccccc2[N+](=O)[O-])s1	i	1%	0%	3%	1%
COc1ccccc1NC(=O)CSc1nnc(-c2ccccc2)o1	1.8%	-8%	-1%	-3%	76%
CCN(CC)S(=O)(=O)c1cccc(NC(=O)c2cc(-c3cccs3)nn2-c2ccccc2)c1	1.3%	-2%	-4%	10%	51%
CCCC(=O)Nc1c(-c2ccccc2)c(=O)c(C)nn1-c1ccc(Cl)cc1	1.2%	-2%	-5%	-7%	-15%
Nc1c(N(Cc2ccco2)C(=O)c2cccc(F)c2)c(=O)[nH]c(=O)n1Cc1ccccc1	1.7%	-4%	/	-9%	-5%
CCO[C@H]1OC(C(=O)NC2CC2)=C[C@@H](c2ccc(Br)cc2)[C@@H]1CCCO	0.2%	10%	-41%	-1%	9%	inhibitors of VEEV 10K pilot screen=4.9
O=C(Nc1cccnc1)c1ccc(S(=O)(=O)c2ccc(Cl)cc2)cc1	1.8%	-5%	-4%	10%	24%
O=C(Cc1cccs1)N/N=C/C(Br)=C/c1ccccc1	i	28%	14%	4%	2%
CN([C@@H](Cc1ccc(OS(=O)(=O)c2cccc3cnccc23)cc1)C(=O)N1CCN(c2ccccc2)CC1)S(=O)(=O)c1cccc2cnccc12	8.1%	7%	5%	2%	38%
COc1ccccc1N1CCN(C(=O)c2ccc(Cl)c(S(=O)(=O)NCc3ccco3)c2)CC1	12%	19%	11%	-6%	6%
Cn1c(SCC(=O)Nc2ccc(Cl)cn2)nnc1C1CC1	3.5%	-10%	-4%	-2%	-12%
COc1ccc(-n2nnnc2CNC(=O)C2CC(=O)N(c3ccc(Cl)cc3)C2)cc1 (stereo unspecified)	0.8%	6%	0%	5%	-6%
O=C(CSc1ncnc2sccc12)N1CCCCC1	1.7%	-6%	/	7%	34%
Cc1csc(NC(=O)CSc2nc(=O)[nH]c3c2CCCC3)n1	4.0%	1%	4%	3%	3%
O=C(CN1CCC(n2nnc3cc(C(F)(F)F)ccc32)CC1)Nc1ccc2c(c1)OCCO2	4.2%	-7%	3%	65%	58%
Cc1ncc(S(=O)(=O)c2ccccc2)c(-c2ccc(Cl)cc2Cl)n1	3.6%	-4%	-3%	2%	5%
COc1cc2sc(-c3ccccc3OC)c(-c3ccc(O)cc3)c2cc1OC	6.0%	6%	/	3%	18%
Cc1ccc(C2CC(=O)N3CN(c4ccc(Br)cc4)CSC3=C2C#N)o1 (stereo unspecified)	i	-6%	-5%	1%	13%
N#Cc1c(-c2ccc(Br)cc2)nc2n(c1=O)CCCS2	4.7%	21%	-6%	-5%	3%
CCNC(=O)N(C)c1nncnc1C(=O)NC	0.1%	-8%	/	/	/
COc1cc(C(=O)OCC(=O)N2CC(C)OC(C)C2)cc(OC)c1OC (stereo unspecified)	0.4%	-4%	-14%	14%	-4%
COc1ccc2cnn(-c3ccc(OC(F)(F)Cl)cc3)c(=O)c2c1OC	i	-2%	5%	-5%	-18%
CC(=O)N1CCc2ccc(N)cc21	0.8%	1%	/	/	/
CC1(C)CC(=O)C2=C(C1)Nc1ncnn1C2c1cccs1 (stereo unspecified)	i	2%	0%	1%	-1%
NS(=O)(=O)c1ccc(Nc2c([N+](=O)[O-])cncc2[N+](=O)[O-])cc1	i	-2%	2%	0%	7%
O=C(CCN1C(=O)/C(=C/c2ccc3c(c2)OCO3)SC1=S)NNC(=O)c1cccnc1	?	1%	0%	-1%	-7%
CC(C(=O)N1CCN(c2ccccc2)CC1)c1ccc([N+](=O)[O-])cc1 (stereo unspecified)	i	2%	-8%	0%	6%
Cc1cccc(NS(=O)(=O)c2ccc3[nH]c(=O)oc3c2)c1C	i	3%	/	4%	7%
COCc1nnc(NC(=O)c2cccs2)s1	1.6%	12%	-1%	-6%	-13%
O=C(Oc1ccc(-c2ccccc2)cc1)c1ccco1	1.2%	4%	/	/	/
CC(NC(=O)c1nn(C)c(=O)c2ccccc12)c1ccc(F)cc1 (stereo unspecified)	i	7%	16%	-11%	4%
CCC(C)(C)C1CCC2(CC1)NC(=O)N(CC(=O)NC(C)CCc1ccccc1)C2=O (stereo unspecified)	2.0%	-2%	/	/	/
N#CCCN(C1CCCCC1)S(=O)(=O)c1cccc2nsnc12	3.5%	0%	-1%	-12%	3%
CCOC(=O)NC1(C(F)(F)F)NC(=O)N(c2cccc(C(F)(F)F)c2)C1=O (stereo unspecified)	i	-2%	-13%	3%	-14%
COc1ccc(N2CCN(CCCNC(=O)Cn3c(=O)c4cccn4c4ccccc43)CC2)cc1	0.5%	2%	1%	1%	1%
Nc1ccccc1Nc1cc(-c2ccccc2)nn1-c1ccccc1	1.2%	12%	-5%	5%	16%
CCC(=O)NC(=S)Nc1cccc(NC(=O)c2ccco2)c1	0.4%	-8%	-3%	-3%	-4%
Cc1cc(C)c(C)c(OCCOCCN2CCN(C)CC2)c1	0.2%	3%	-2%	-2%	-1%
CCn1c(=O)c2sccc2n2c(CCCC(=O)NCCc3ccc(S(N)(=O)=O)cc3)nnc12	1.1%	-4%	-1%	6%	-3%
O=C1c2cccc3cc([N+](=O)[O-])cc(c23)C(=O)N1/N=C/c1ccc(O)cc1O	4.0%	7%	-7%	53%	?
C[C@]12CCC(=O)C=C1CC[C@@H]1[C@@H]2CC[C@@]2(C)[C@H]1CC[C@]2(C)O	1.6%	2%	/	/	/
C=CCSc1nnc(C)n1-c1ccc(Cl)cc1	0.4%	3%	4%	-3%	10%
Cc1ccccc1NC(=S)N(Cc1cccs1)C1CCCC1	i	4%	-10%	-5%	-5%
O=C(Nc1ccc2c(c1)CCC2)Nc1ccc(F)cc1F	3.0%	14%	19%	3%	-1%
Cc1noc(NC(=O)c2ccc(F)cc2)c1C#N	i	-2%	-2%	-6%	23%
Cc1cc(C)nc(N2N=C(c3ccccc3)CC2=O)n1	i	3%	5%	-1%	-13%
CCCCn1c(N)c(N(CCOC)C(=O)c2ccc(NC3CC3)c([N+](=O)[O-])c2)c(=O)[nH]c1=O	0.8%	7%	-4%	66%	17%

(cont.)
SMILES	inhibitors of VEEV	influenza NS1A	Salmonella PhoP GFP	H37Rv inhibition	M. tuberculosis	others
Cc1ccc(CNC(=O)C(=O)NCCC2CCCCN2S(=O)(=O)c2ccccc2)cc1 (stereo unspecified)	i	-14%	-3%	2%	7%
Cn1cc(CN2CCC(n3nccc3NC(=O)C3CCCC3)CC2)cn1	0.3%	-6%	-9%	2%	-4%
CCOc1ccc(N(CC(=O)Nc2nccs2)S(=O)(=O)c2c(C)noc2C)cc1	i	0%	4%	4%	/
Nc1ccn(CC(=O)NCc2ccccc2)c(=O)n1	i	-1%	/	5%	6%	inhibitors of VEEV 10K pilot screen=0.2
O=C(NCCCN1CCOCC1)c1cc(-c2ccc(F)cc2)no1	1.0%	-5%	6%	6%	-7%
O=C(Nc1ccc(F)cc1F)N1CCN(c2ncccn2)CC1	1.4%	30%	-4%	-6%	0%
Cc1cc(C2C(C#N)=C(N)OC3=C2C(=O)CC(C)(C)C3)c(C)s1 (stereo unspecified)	1.7%	0%	-7%	-4%	26%
O=C(N/N=C/c1ccc(O)cc1O)c1ccc(NC(=O)C2CCCCC2)cc1	7.3%	-5%	-2%	6%	4%
O=C(COC(=O)c1cccc(S(=O)(=O)N2CCN(c3ccc(F)cc3)CC2)c1)NCC1CCCO1 (stereo unspecified)	0.4%	-3%	4%	10%	2%
COC(=O)c1ccc(NS(=O)(=O)c2ccc3c(c2)oc(=O)n3C)cc1	1.2%	6%	1%	-11%	0%
COc1ccc(CNC(=O)C(C#N)c2nc3ccccc3nc2N2CCCC2)cc1 (stereo unspecified)	0.4%	8%	-46%	-2%	2%
C1CNCCOCCNCCN1	0.1%	9%	0%	-14%	-9%
COc1ccc(-n2nc(C(=O)NCC(=O)NCC3CCCO3)c3ccccc3c2=O)cc1 (stereo unspecified)	1.6%	-4%	11%	-2%	-8%
COc1ccc(CNC(=S)Nc2cccc(C)c2C)cc1	0.9%	-7%	-7%	-10%	-5%
NC(=O)CN1C(=O)NC2(CCOc3ccccc32)C1=O (stereo unspecified)	0.5%	-13%	2%	11%	-1%
COc1ccccc1CN(C)C(=O)c1ccc(S(=O)(=O)Nc2c(C)n(C)n(-c3ccccc3)c2=O)cc1	1.6%	3%	/	3%	10%
CC(=O)/C(=N\Nc1ccc(Cl)cc1Cl)Sc1nnc(-c2ccccc2)n1-c1ccccc1	i	-4%	-1%	-1%	-4%
COc1ccc(CNC(=S)Nc2ccccc2F)cc1	0.1%	-6%	-11%	-3%	?
COc1ccccc1C(=O)Nc1ccc(-c2nnn(CC(=O)NCc3ccco3)n2)cc1	i	-5%	4%	2%	-6%
COc1ccc(NC(=O)CN2C(=O)COc3ccc(S(=O)(=O)N4CCOCC4)cc32)cc1	1.6%	2%	3%	5%	-5%
Cc1cc(C)c(C(=O)CN2C(=O)C(=O)N(C3CCCC3)C2=O)cc1C	3.2%	-16%	/	4%	32%
CCOC(=O)C1CCCN(C(=O)c2ccc3ncsc3c2)C1 (stereo unspecified)	i	-10%	/	-1%	3%
CC(C)(C)NC(=O)C12CC3CC(CC(Cl)(C3)C1)C2	0.6%	1%	-9%	-2%	2%
CCOc1ccc(Cc2c(Cl)nc(N)nc2Cl)cc1	0.5%	6%	0%	0%	-4%
CCOc1cnn(-c2ccccc2)c(=O)c1Cl	0.9%	-5%	-4%	7%	10%
CN1CCN(CCCNC(=O)CCc2nnc3n(Cc4ccccc4Cl)c(=O)c4ccccc4n23)CC1	5.0%	3%	-35%	4%	10%
CN(CCN1CCOCC1)C(=O)CC1C(=O)NCCN1Cc1ccccc1C(F)(F)F (stereo unspecified)	1.2%	5%	-17%	2%	6%
Cc1ccccc1-c1nnn(C/C(N)=N/O)n1	i	-5%	-9%	-1%	-6%
